TRHR PAM: qHTS for Small Molecule Agonists and Allosteric Enhancers of Human TRH Receptor: Primary Screen for Enhancers; enhancement, % at 2 µM; AID 493056, 2011; Thyrotropin-releasing hormone receptor (Homo sapiens), P34981; 360,000 compounds, 0.66% hits; TRHR cells, fluo-8 calcium fluorescence, EC20 TRH enhancement; in the data active = enhancement above about 30%; also: 0% is about no effect
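Enhancer read-out: after compound pinning and an initial kinetic agonist-mode read, an EC20 of TRH (10 nM final) was injected and fluo-8 calcium signal (Ex 480/Em 530) followed at 1 s/cycle for 100 cycles in TRHR-expressing cells.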
D2 agonist: HTS Assay for Allosteric Agonists of the Human D2 Dopamine Receptor: Primary Screen for Agonists; D(2) dopamine receptor (Homo sapiens), P14416; HEK293 T-REx D2 cells, calcium flux agonist mode; activation, % at 2 µM; 340,000 compounds, 0.53% hits; AID 485358, 2010;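 active = activation over 3 SD above normal in the single-dose calcium agonist read, cut at about 30% in these data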; also: 0% is about no effect
Target sequence (P14416 whole entry, looked up): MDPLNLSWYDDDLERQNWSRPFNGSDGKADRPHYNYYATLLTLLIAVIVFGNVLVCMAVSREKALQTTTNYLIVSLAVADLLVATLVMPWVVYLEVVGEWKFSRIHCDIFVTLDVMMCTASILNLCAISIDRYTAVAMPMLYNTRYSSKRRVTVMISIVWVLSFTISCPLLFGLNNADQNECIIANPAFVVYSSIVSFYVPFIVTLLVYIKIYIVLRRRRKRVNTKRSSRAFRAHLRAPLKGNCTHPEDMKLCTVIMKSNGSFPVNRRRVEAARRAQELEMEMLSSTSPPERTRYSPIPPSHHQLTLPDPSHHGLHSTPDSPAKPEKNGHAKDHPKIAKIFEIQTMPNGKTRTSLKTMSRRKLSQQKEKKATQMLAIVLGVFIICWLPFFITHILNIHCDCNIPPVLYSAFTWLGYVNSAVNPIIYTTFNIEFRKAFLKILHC
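Tetracycline-induced HEK293 Trex cells with D2 receptor force-coupled to calcium signaling, plated overnight at 30 C and loaded with no-wash calcium dye. Calcium flux read kinetically for 180 s after compound addition; responses flag agonists.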
USP1 inh: Inhibitors of USP1/UAF1: Primary Screen. Ubiquitin carboxyl-terminal hydrolase 1 (Homo sapiens), O94782. recombinant USP1/UAF1, Ub-Rhodamine cleavage fluorescence. Potency, µM (top dose mostly 57.1 µM), without a hit: top-dose activity change, negative = inhibition, hits mostly inhibitors. 390,000 compounds, 0.23% hits. AID 743255, 2014; also: potency is read from the fitted curve at half-maximal effect; % is scaled to controls: 0 for no effect and ±100 for the full control effect; nearly all actives have a fitted effect of over 60% in size; inactives centre near -12
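USP1/UAF1 complex at 1 nM was preincubated with compound for 15 min at room temperature, then Ub-Rho substrate (150nM final) was added. Fluorescence (480/540 nm) was read kinetically, 6 reads every 60 seconds.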
rTrxR1 inhibitor: qHTS Assay for Inhibitors of Mammalian Selenoprotein Thioredoxin Reductase 1 (TrxR1): qHTS. recombinant rTrxR1, NADPH fluorescence consumption, selenite substrate. Potency, µM (doses to about 114 µM), for the others: top-dose activity change, negative = inhibition, most hits filed as inhibitors. AID 588453, 2011. Thioredoxin reductase 1, cytoplasmic (Rattus norvegicus), O89049. 390,000 compounds, 1% hits; also: potency is read from the fitted curve at half-maximal effect; % is scaled to controls: 0 for no effect and ±100 for the full control effect; nearly all actives have a fitted effect of over 65% in size
Target sequence (O89049 whole entry, looked up): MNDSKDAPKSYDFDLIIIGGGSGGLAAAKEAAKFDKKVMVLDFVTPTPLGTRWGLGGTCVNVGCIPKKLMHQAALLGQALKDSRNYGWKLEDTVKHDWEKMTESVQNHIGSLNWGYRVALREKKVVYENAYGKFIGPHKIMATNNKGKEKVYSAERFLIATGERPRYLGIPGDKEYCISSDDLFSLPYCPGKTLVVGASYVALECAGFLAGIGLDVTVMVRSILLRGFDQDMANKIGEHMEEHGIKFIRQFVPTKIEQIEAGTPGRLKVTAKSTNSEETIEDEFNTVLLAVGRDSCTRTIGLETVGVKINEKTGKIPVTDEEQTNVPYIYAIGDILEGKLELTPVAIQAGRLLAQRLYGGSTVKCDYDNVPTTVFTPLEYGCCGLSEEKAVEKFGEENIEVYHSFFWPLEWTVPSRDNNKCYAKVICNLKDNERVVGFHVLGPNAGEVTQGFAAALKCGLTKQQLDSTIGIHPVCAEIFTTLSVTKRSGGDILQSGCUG
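Rat TrxR1 (90 nM in the dispensed reagent) was pre-reduced with 400 uM NADPH for 5 min at room temperature, then incubated with compound for 15 min. After 400 uM selenite was added, NADPH fluorescence (Ex 340/Em 450 nm) was followed for 8 min.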
TrxR1 substrate: qHTS Assay for Substrates of Mammalian Selenoprotein Thioredoxin Reductase 1 (TrxR1): qHTS. Thioredoxin reductase 1, cytoplasmic (Rattus norvegicus), O89049. purified TrxR1 substrate turnover, NADPH consumption readout. Potency, µM (series often up to 114 µM), inactives show top-dose activity change, negative = substrate turnover. AID 588456, 2011. 390,000 compounds, 0.01% hits; also: potency is read from the fitted curve at half-maximal effect; % is scaled to controls: 0 for no effect and ±100 for the full control effect; nearly all actives have a fitted effect of over 50% in size
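Rat TrxR1, dispensed at 90 nM, was prereduced with 400 uM NADPH (final) for 5 min at ~22 deg C, then incubated with compound 15 min before 400 uM selenite. A first-read NADPH fluorescence drop versus no-compound background flagged substrates.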
mIDH1 inhibitor: qHTS for Inhibitors of mutant isocitrate dehydrogenase 1 (IDH1): qHTS | IDH1-R132H enzyme, NADPH consumption, diaphorase/resazurin fluorescence | Potency, µM (doses to about 76.6 µM), for inactives: at the highest dose activity change, negative = inhibition, hits mostly inhibitors | 390,000 compounds, 0.093% hits | AID 602179, 2012; also: potency is read from the fitted curve at half-maximal effect; % is scaled to controls: 0 for no effect and ±100 for the full control effect; nearly all actives have a fitted effect of over 65% in size
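IDH1-R132H (0.5 ug/mL dispensed) in pH 7.5 Tris buffer was preincubated 30 min with compound, then given a substrate mix of 0.016 mM NADPH and 2 mM alpha-KG for 80 min at room temperature; remaining NADPH was read by diaphorase/resazurin fluorescence.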
D2 antag: HTS Assay for Allosteric Antagonists of the Human D2 Dopamine Receptor: Primary Screen for Antagonists. HEK293 TREx D2 cells, calcium flux, dopamine EC80. 340,000 compounds, 2% hits. inhibition, % at 10 µM. AID 485344, 2010. D(2) dopamine receptor (Homo sapiens), P14416; in the data active = inhibition above about 30%; also: 0% is about no effect
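Inhibition of EC80 dopamine-driven calcium flux, recorded kinetically, defines activity here; cells are a tetracycline-induced HEK293 T-REx line expressing force-coupled D2.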
TRHR agonist: qHTS for Small Molecule Agonists and Allosteric Enhancers of Human TRH Receptor: Primary Screen for Agonists; Thyrotropin-releasing hormone receptor (Homo sapiens), P34981; TRHR cells, calcium flux fluo-8, FDSS agonist mode; activation, % at 2 µM; 360,000 compounds, 0.18% hits; AID 493084, 2011; in the data active = activation above about 30%; also: 0% is about no effect
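Agonist-mode FDSS calcium read (Ex 480/Em 530, 1 s cycles) in 1536-well TRHR cells with fluo-8 dye, after 10-cycle baseline and 23 nL compound addition; TRH at EC20 (10 nM final) added afterwards for the enhancer phase.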
Pin1 inh: qHTS Assay to Find Inhibitors of Pin1 | Peptidyl-prolyl cis-trans isomerase NIMA-interacting 1 (Homo sapiens), Q13526 | Pin1 FP peptide displacement, HiFluor488, 10 min | Potency, µM (titrated, usually from 115 µM), for inactives: at the top dose activity, negative = inhibition, actives largely listed as inhibitors | 390,000 compounds, 0.009% hits | AID 504891, 2011; active = well fitted inhibition curve with a large enough effect in the polarisation, with a control signal flat, not every such curve was filed as active; inconclusive = small, poorly fitted or top-dose-only effect, or effect the other way, or a change in a side signal; inactive = no such curve, though single readings can be large or run the other way; the % refers to the polarisation; also: potency is read from the fitted curve at half-maximal effect; % is scaled to controls: 0 for no effect and ±100 for the full control effect
Target sequence (Q13526 whole entry, looked up): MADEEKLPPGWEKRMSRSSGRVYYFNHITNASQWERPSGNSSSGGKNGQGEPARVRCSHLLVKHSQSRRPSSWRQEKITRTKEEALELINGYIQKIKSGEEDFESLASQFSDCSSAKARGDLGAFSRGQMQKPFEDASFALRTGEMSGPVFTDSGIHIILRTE
The depositor's hits bear a star; u = inconclusive; x = no result given; [ ] = dose if it differs, or a comment. Unless noted, calls follow the shape of the dose curve; as a rule, active = well fitted inhibition curve with a large enough effect; inconclusive = small, poorly fitted or top-dose-only effect; inactive = no such curve, though single readings can be large or run the other way.

SMILES	TRHR PAM	D2 agonist	USP1 inh	rTrxR1 inhibitor	TrxR1 substrate	mIDH1 inhibitor	D2 antag	TRHR agonist	Pin1 inh
Cc1sc2nc(CSCC(=O)N(C)c3ccccc3)[nH]c(=O)c2c1C	9	0.1	-13%	-15%	-9%	2%	12	0.3	u
O=C(NC1CCCCC1)c1ccc(CN2CCOCC2)cc1	-2	0.6	-7%	-1%[0.457 µM]	-1%	0%	-21	1.8	-1%
CCN1C(=O)C2(C(C#N)=C(N)Oc3c2c(C)nn3-c2ccccc2)c2ccccc21 (configuration not stated)	7	0.7	-16%	-29%[11.4 µM]	2%[11.4 µM]	5%	2	0.2	-5%
O=C(CSc1nccn1-c1ccccc1)N1CCc2ccccc21	-17	-0.2	-8%	6%[57.1 µM]	-7%[57.1 µM]	7%	5	-0.1	4%
Fc1cccc(Cl)c1CSc1nnc(COc2cccc3cccnc23)o1	1	0.3	-6%	26%	13%	5%	1	-0.1	-7%
O=C(Nc1cccc(NC(=O)c2cccs2)c1)c1ccc([N+](=O)[O-])o1	-11	-2.0	-2%	-20%	-8%	0%	0	-0.1	-4%
Nc1nnc(CC(=O)N/N=C/c2ccc(-c3ccc(F)cc3)o2)s1	3	-0.9	-11%	-14%	-6%	8%	-20	-1.2	10%
Cc1c(Cl)cccc1NC(=O)c1ncn(-c2ccccc2)n1	-5	-1.1	-10%	16%	18%	-4%	x	0.5	1%
Cc1cccc(S(=O)Cc2ccc(C(=O)N3CCOCC3)o2)c1 (configuration not stated)	3	0.8	-24%	-17%	2%	-2%	-6	0.1	6%
CC(C)n1cnc2c(NCc3ccccc3)cc(OCC3CCN(C)CC3)cc21	x	x	18µM*	-15%	1%	21%	x	x	u
CN(C)C1=NC[C@H](Cc2ccccc2)N1CCc1ccc(F)cc1	3	0.3	24%	13%	6%[57.1 µM]	1%	-4	0.2	-3%
CC1CC(=O)N(c2ccc(C(C)C)cc2)C(=O)C1	8	-0.4	8%	10%	-3%	3%	20	0.8	8%
O=C(CSc1nnc(-c2ccncc2)o1)Nc1cc(Cl)ccc1C(=O)O	x	x	1%	18%[57.1 µM]	-4%[2.29 µM]	16%	x	x	2%
Cc1ccc(S(=O)(=O)c2nnn3c2nc(NCc2ccc(F)cc2)c2sccc23)cc1C	-5	0.7	-19%	36%	18%	-11%	x	0.7	12%
COc1cccc(CN2CCNC(=O)C2CC(=O)NCCN2CCCCC2=O)c1 (configuration not stated)	-4	0.8	-9%	-13%	-2%	-18%	-13	0.5	-28%
CCN(CC)S(=O)(=O)c1cc(-c2nnc(-c3ccc(Br)cc3)o2)ccc1Cl	-4	0.8	-11%	17%	10%	-2%	11	0.5	3%
Cn1nc(C(=O)NCC2COc3ccccc3O2)c2ccccc2c1=O (configuration not stated)	2	0.2	-15%	11%	-2%	-5%	24	-0.1	-2%
CC(C)(C)C1CCc2onc(C(=O)Nc3sc4c(c3C#N)CCCC4)c2C1 (configuration not stated)	-4	x	u	-3%	7%	14%	x	0.5	-9%
COC(=O)CSc1nnc(CNc2nc(-c3ccccc3)cs2)n1C	0	x	-17%	25%	4%[57.1 µM]	0%	x	0.0	-1%
Cc1ccc(N2C(=O)N(CC(=O)N(C)Cc3ccccc3)C(=O)C2C)cc1 (configuration not stated)	11	0.1	-9%	10%	3%	4%	-15	-0.3	0%

3 consecutive records already listed:
SMILES	TRHR PAM	D2 agonist	USP1 inh	rTrxR1 inhibitor	TrxR1 substrate	mIDH1 inhibitor	D2 antag	TRHR agonist	Pin1 inh
Cc1sc2nc(CSCC(=O)N(C)c3ccccc3)[nH]c(=O)c2c1C	9	0.1	-13%	-15%	-9%	2%	12	0.3	u
O=C(NC1CCCCC1)c1ccc(CN2CCOCC2)cc1	-2	0.6	-7%	-1%[0.457 µM]	-1%	0%	-21	1.8	-1%
CCN1C(=O)C2(C(C#N)=C(N)Oc3c2c(C)nn3-c2ccccc2)c2ccccc21 (configuration not stated)	7	0.7	-16%	-29%[11.4 µM]	2%[11.4 µM]	5%	2	0.2	-5%

(further entries)
SMILES	TRHR PAM	D2 agonist	USP1 inh	rTrxR1 inhibitor	TrxR1 substrate	mIDH1 inhibitor	D2 antag	TRHR agonist	Pin1 inh
O=C(OCN1C(=O)c2ccccc2C1=O)c1cc(S(=O)(=O)N2CCOCC2)ccc1F	1	0.4	-7%	-3%	-3%	-4%	-8	-0.1	0%
Cc1oc(-c2cccc(Cl)c2)nc1CN1CCC(C(=O)NCC2CCCO2)CC1 (configuration not stated)	-1	-0.3	-16%	-15%	-5%	3%	-3	0.2	-12%
C=CCNC(=O)c1cnn(-c2ccccc2)c1-c1ccccc1	12	-1.6	-12%	26%	3%	0%	-6	-0.7	0%
CC(=O)c1ccc(-n2nnnc2SCC(=O)NNC(=O)c2ccco2)cc1	-3	0.1	13%	23%	11%	0%	-1	-0.6	-2%
COc1ccccc1N=Cc1c(C)c(C#N)c2[nH]c3ccccc3n2c1=O	0	x	u	32%[57.1 µM]	-6%[57.1 µM]	10%	x	0.7	u
CC(=O)c1cc(-c2ccc(F)cc2)n(CC(=O)NCc2ccc(C)cc2)c1C	16	0.6	-8%	26%[57.1 µM]	4%[57.1 µM]	-9%	x	-0.3	30%[activator]
CCc1ccccc1NC(=O)CSc1nc2[nH]c(=O)cc(O)c2s1	5	1.9	0%	2%	-3%	-9%	-18	1.9	-1%
Cc1ccc(C)c(S(=O)(=O)C(C#N)c2nc3ccccc3nc2N2CCOCC2)c1 (configuration not stated)	-4	0.7	-5%	2%	-11%	3%	-19	0.5	-5%
CCOC(=O)c1sc(C)c2c1NC(C)(c1ccccc1)NC2=O (configuration not stated)	-8	-0.1	-4%	4%[57.1 µM]	36%	0%	-5	-1.1	-6%
CCN(CC)c1ccc(/C=C/C(=O)c2ccc(Br)cc2)cc1	-1	94*	28µM*	-13%	-13%	1%	71*	166*	u
Cc1ccc(C(=O)OCC(=O)NC(=O)c2ccc(C(C)(C)C)cc2)c(O)c1	-2	0.3	-4%	16%	14%	4%	-10	0.6	8%
Cc1cc(C(F)(F)F)n2nc(C(=O)O)c(Cl)c2n1	6	-0.2	-11%	21%[57.1 µM]	12%[57.1 µM]	-6%	-8	-0.5	4%
CCOC(=O)c1ccc(CN(Cc2ccccc2C)S(=O)(=O)c2ccc(C(C)(C)C)cc2)cc1	-5	-0.5	-19%	9%[57.1 µM]	-2%[57.1 µM]	-4%	x	1.4	1%
COc1ccc(NC(=O)CSc2nc3c([nH]c4ccccc43)c(=O)n2C)c(OC)c1	8	-1.4	-1%	4%	3%	-3%	-6	-2.6	-3%
COCCCn1c(SCC(=O)N2CCCC(C)C2)nnc1-c1ccco1 (configuration not stated)	11	-0.2	-15%	u	18%	7%	22	0.7	-6%
CCc1ccccc1NC(=O)Cn1c(C(=O)OC)cc2oc(C)cc21	-4	-0.1	-19%	34%[activator]	22%	-1%	x	-0.1	-15%
COC1CCCCC1Nc1ccc(C)c(C)c1 (configuration not stated)	-5	0.4	-4%	14%	-4%	5%	17	-0.7	-2%
Cc1cccc(-n2c(O)c(C=Nc3ccccc3O)c3ccccc3c2=O)n1	-2	2.4	-19%	14%	-3%	-9%	-5	4.1	17%
COCCOCCn1cnc2ccccc21	-4	0.1	-19%	4%	-2%	-10%	-2	0.0	-1%
Cc1ccc(C(=O)COC(=O)CN2C(=O)C3C4C=CC(C4)C3C2=O)cc1C (configuration not stated)	-8	-0.1	-16%	12%	-5%	-6%	1	-0.1	-5%
CCO[C@H]1OC(C(=O)O)=C[C@@H](C)[C@@H]1CCCO	20	-0.2	-19%	u	7%	-3%	4	-0.1	-2%
CC(C)CC(=O)Nc1ccc(C(=O)OCc2cc(=O)n3nc(C4CCCCC4)sc3n2)cc1	-1	-2.1	u	3%[57.1 µM]	-3%[57.1 µM]	6%	x	-0.5	-4%
CCOC(=O)Cc1c(C)nc2c(-c3ccccc3)c(C)[nH]n2c1=O	10	-0.1	-18%	13%	15%	-7%	-10	-0.8	-11%
CCOC(=O)C1(Cc2ccccc2)CCN(Cc2ccc3c(c2)OCCO3)CC1	-3	-2.2	-14%	9%	-2%	2%	13	-2.2	-1%
O=C1c2ccccc2C(Nc2ccc3c(c2)OCCO3)N1c1ccccn1 (configuration not stated)	1	-0.3	-10%	9%	-7%	-1%	-8	-0.6	0%
CCCNC(=O)c1onc(CSc2nc3ccccc3[nH]2)c1C(=O)NCCC	-14	0.5	-17%	9%	0%	-4%	-4	0.1	9%
O=S1(=O)CCOCCCN1Cc1ccccc1F	24	0.1	-5%	28%[57.1 µM]	11%[57.1 µM]	11%	-24	0.0	-4%
NC(=O)c1c(NC(=O)CSc2nnc(-c3ccco3)n2-c2ccccc2)sc2c1CCC2	5	-2.3	-12%	u	-14%	0%	-2	-2.7	u
Cc1ccccc1CSc1nc2cc(C(=O)NC3CCCC3)ccc2c(=O)n1Cc1ccccc1	3	-0.3	-11%	22%[57.1 µM]	-2%[57.1 µM]	3%	x	0.6	-2%

The list is partial, so the mix of outcomes need not match the whole.
